A-T KAP1 phos = qHTS Assay for Identifying a Potential Treatment of Ataxia-Telangiectasia; Potency, µM (highest dose often 57.5 µM), without a hit: top-dose activation, actives largely listed as activators; […] A-T fibroblasts, KAP-1 phosphorylation AlphaLISA; neocarzinostatin DNA damage 30 min before lysis; 320,000 tested, 0.19% active; further: potency means the concentration at half of the fitted maximal effect; % of control where 0% means no effect; nearly all actives have a fitted effect of over 45% in size
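hTERT-immortalized A-T patient fibroblasts ([…]), 500 cells/well in OPTI-MEM, 1% FBS, got compounds for 60 min, then NCS for 30 min at 37C. Lysates were then assayed for phospho-KAP-1 by AlphaLISA (anti-pKAP1 donor, anti-KAP1 acceptor beads), 6 hr at 25C.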
Coupling enz = qHTS Assay for Inhibitors of Fructose-1,6-bisphosphate Aldolase from Giardia Lamblia: Coupling assay counterscreen; coupling enzyme system counterscreen, AmpLite Red fluorescence; activity change, negative = inhibition, % at 58.2 µM, hits read low; 290,000 tested, 0.67% active; AID 2472, 2010; in the data active means activity change below about -30%; further: on the % scale 0 is the no-effect control and ±100 the full control effect
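Activity here indicates interference with the coupling reaction, not aldolase inhibition. Compounds at 57.5 uM final met coupling enzymes for 10 min at RT; substrate and AmpLite Red detection followed, with a 525/598 nm fluorescence read after 20 min.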
MLL CXXC-DNA inh = qHTS Fluorescence Polarization Assay for Inhibitors of MLL CXXC domain - DNA interaction | 290,000 tested, 0.037% active | MLL-CXXC / FITC-HOXA9 DNA fluorescence polarization | AID 2662, 2010 | Potency, µM (highest dose often 115 µM), for inactives: top-dose activity change, negative = inhibition, actives largely listed as inhibitors; active means well fitted inhibition curve with a large enough effect in the polarisation, with a control signal flat, not every such curve was filed as active; inconclusive means small, poorly fitted or top-dose-only effect, or effect the other way, or a change in a side signal; inactive means no such curve, though single readings can be large or run the other way; the % refers to the polarisation; further: potency means the concentration at half of the fitted maximal effect
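Fluorescence polarization: 7 uM MLL-CXXC (stock) preincubated 5 min with compounds, then 50 nM fluorescein-HOX-A9 DNA (stock) added; 30 min ambient. Buffer 50 mM Tris-HCl pH 7.5, 50 mM NaCl, 1 mM DTT, 0.05% BSA.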
MBNL1-CUG inh = qHTS Assay for Inhibitors of MBNL1-poly(CUG) RNA binding. TR-FRET MBNL1-His/biotin-(CUG)12 binding, 665/545 ratio. AID 2675, 2010. Potency, µM (series often up to 57.5 µM), without a hit: top-dose activity change, negative = inhibition, hits mostly inhibitors. 280,000 tested, 0.036% active; active means well fitted inhibition curve with a large enough effect in the signal ratio, with a control signal flat, not every such curve was filed as active; inconclusive means small, poorly fitted or top-dose-only effect, or effect the other way, or a change in a side signal; inactive means no such curve, though single readings can be large or run the other way; the % refers to the signal ratio; further: potency means the concentration at half of the fitted maximal effect; on the % scale 0 is the no-effect control and ±100 the full control effect
Target sequence (Q9NR56 whole entry, looked up): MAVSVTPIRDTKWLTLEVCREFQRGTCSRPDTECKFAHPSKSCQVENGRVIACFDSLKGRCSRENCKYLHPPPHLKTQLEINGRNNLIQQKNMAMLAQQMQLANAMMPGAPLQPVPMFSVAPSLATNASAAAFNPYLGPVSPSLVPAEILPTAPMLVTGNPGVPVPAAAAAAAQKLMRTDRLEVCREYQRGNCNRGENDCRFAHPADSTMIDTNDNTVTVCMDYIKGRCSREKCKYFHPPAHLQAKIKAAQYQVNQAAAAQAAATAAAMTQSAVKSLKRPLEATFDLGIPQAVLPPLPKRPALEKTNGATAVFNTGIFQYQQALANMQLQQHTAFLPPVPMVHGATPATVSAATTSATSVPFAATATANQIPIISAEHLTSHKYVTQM
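Inhibition of protein-RNA binding appears as loss of TR-FRET between terbium anti-His antibody on MBNL1-His and streptavidin-XL665 on biotin-(CUG)12. Activity is normalized to buffer-only and uninhibited-complex controls.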
hERG WT inh = qHTS for Inhibitors of KCHN2 3.1: Wildtype qHTS | U2OS, BacMam KCNH2, thallium flux FluxOr; hits give low values | activity change, % at 1.84 µM | 340,000 tested, 0.37% active | AID 720551, 2013;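 active means maximum activity change below -70%; inconclusive means maximum activity change between -70% and -50%; inactive means maximum activity change above -50%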; further: on the % scale 0 is the no-effect control and ±100 the full control effect
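U2OS cells were transduced with wild-type KCNH2 virus (2.03 x 10^8 / mL) for 4 h at room temperature, then cultured overnight at 37 C. Thallium flux was read with FluxOr dye. Rate constants were normalized to DMSO controls.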
KCNH2 3.1 block = qHTS for Inhibitors of KCHN2 3.1: Mutant qHTS; Potassium voltage-gated channel subfamily H member 2, brain isoform KCNH2 3.1 (human); U2OS KCNH2 3.1, thallium flux FluxOr; hits give low values; activity change, % (tested at about 1.8 µM); 340,000 tested, 0.95% active;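 active means maximum activity change below -70%; inconclusive means maximum activity change from -70% to -50%; inactive means maximum activity change above -50%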;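 further: thallium influx rate constant from kinetic fluorescence after stimulation buffer; on the % scale 0 is the no-effect control and ±100 the full control effect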
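Channel expression came from 3.1 mutant virus (1.77 x 10^8 /mL) applied to suspended U2OS cells for 4 h. Flux was tracked with FluxOr dye plus Red40 quencher, and kinetic rate constants normalized to controls.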
Integrin act MD = qHTS for Activators of Integrin-Mediated Alleviation for Muscular Dystrophy; alpha7betagal myoblasts, beta-gal FDG fluorescence, 48 h; Potency, µM (titrated, usually from 38.3 µM), without a hit: at the highest dose activation, hits mostly activators; 350,000 tested, 0.064% active;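 further: potency means the concentration at half of the fitted maximal effect; 100% = response of the positive control SU9516; nearly all actives have a fitted effect of over 60% in size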
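alpha7betagal+/- myoblasts (passage 13, 250/well) treated 48 h at 37C with compounds at 1:260 dilution of DMSO stock. Lysed, then beta-galactosidase activity read as FDG fluorescence (ex 480/em 540) after 30 min, with pre-read for autofluorescence.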
GALK inh = qHTS Assay for Inhibitors of Human Galactokinase (GALK); P51570; Purified GALK, Kinase-Glo residual ATP luminescence; Potency, µM (top dose mostly 57.5 µM), for inactives: at the highest dose activity change, negative = inhibition, most hits filed as inhibitors; 270,000 tested, 0.007% active; AID 1868, 2009; further: potency means the concentration at half of the fitted maximal effect; on the % scale 0 is the no-effect control and ±100 the full control effect
Target sequence (P51570 whole entry, looked up): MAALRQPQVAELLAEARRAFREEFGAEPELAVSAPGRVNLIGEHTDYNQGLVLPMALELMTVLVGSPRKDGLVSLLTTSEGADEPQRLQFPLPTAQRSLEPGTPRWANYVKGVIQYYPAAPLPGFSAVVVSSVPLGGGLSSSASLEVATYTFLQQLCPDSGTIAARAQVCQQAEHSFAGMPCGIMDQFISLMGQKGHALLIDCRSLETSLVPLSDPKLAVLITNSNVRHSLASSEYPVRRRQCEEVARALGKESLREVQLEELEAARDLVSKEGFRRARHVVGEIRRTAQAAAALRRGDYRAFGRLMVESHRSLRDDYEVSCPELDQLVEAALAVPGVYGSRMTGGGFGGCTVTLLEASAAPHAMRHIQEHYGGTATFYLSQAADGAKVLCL
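The enzyme phosphorylates galactose (100 uM) using ATP (35 uM); inhibition is detected as higher residual ATP, quantified by bioluminescence after 1 h reaction at room temperature, pH 8.0.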
ASM inhibitor = Inhibitors of Secretory Acid Sphingomyelinase (S-ASM): qHTS; placental ASM, HMU-PC fluorogenic substrate, 60 min; Potency, µM (titrated, usually from 57.5 µM), for inactives: top-dose activity change, negative = inhibition, most hits filed as inhibitors; 340,000 tested, 0.006% active; AID 504937, 2011; further: potency means the concentration at half of the fitted maximal effect
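HMU-PC0 cleavage (9 uM final) by human placental ASM, 60 min at 37 °C following 10 min compound exposure at RT; stopped at pH 10, fluorescence Ex 386/Em 447 nm.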
TRPV1 agonist = HTS Assay for Compounds that Act as Agonists of the Vanilloid Receptor 1; activation, % at 8.33 µM; TRPV1-expressing cells, Fluo-8 calcium influx, agonist mode; 320,000 tested, 0.19% active; Transient receptor potential cation channel subfamily V member 1 (Homo sapiens), Q8NER1; in the data active means activation above about 80%; inconclusive means between about 30% and that limit; further: 0% is about no effect
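TRPV1-expressing cells were cultured overnight at 35.5C and loaded with Fluo-8 calcium dye for 40 to 90 min at room temperature. After a 10 s baseline, compound was added and calcium influx was read kinetically for 3 min (ex 480/em 520 nm).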
The depositor's hits bear a star; ? = inconclusive; . = not tested or not shown; [ ] = another dose, or the depositor's remark. Unless noted, the call rests on the fitted dose curve; in most records, active means well fitted curve in the direction sought with a large enough effect; inconclusive means small, poorly fitted or top-dose-only effect, or another doubt; inactive means no such curve, though single readings can be large; an effect the other way counts as inactive or inconclusive.

#	Compound	A-T KAP1 phos	Coupling enz	MLL CXXC-DNA inh	MBNL1-CUG inh	hERG WT inh	KCNH2 3.1 block	Integrin act MD	GALK inh	ASM inhibitor	TRPV1 agonist
1	O=C1C2C3C=CC(C3)C2C(=O)N1Nc1ccc([N+](=O)[O-])cc1[N+](=O)[O-] (stereo not given)	7%	-1	0%	?	5	5	-39%	7%	-9%	-1
2	CCN1CCN(C(C)C(=O)NC2CCCCC2)CC1 (stereo not given)	-13%	2	-1%	-12%	-10	2	-3%	-2%	-5%	-2
3	Cc1nn(CC(=O)NCCc2ccc(Cl)cc2)c(=O)c2cccn12	-3%	-4	?	3%	4	-2	-24%	0%	-2%	4
4	CN(CCCn1cnc2c(OCc3ccccc3)ncnc21)CCc1ccccn1	.	.	.	.	17	-37	-4%	.	-1%	.
5	Cc1noc(C)c1C(=O)NCCc1ccc(Cl)cc1	-3%	0	-2%	-4%	-21	-8	-2%[7.66 µM]	0%	0%	1
6	O=C(Nc1ccccc1C(=O)NCCCN1CCOCC1)c1ccc(F)cc1F	5%	.	32%[activator]	-3%	-1	4	29%	3%	1%	0
7	CCOc1ccc(Cc2nnc(N)s2)cc1OCC	1%	4	1%	9%	-10	-9	-21%	1%	1%	1
8	Cc1cccc(OCc2n[nH]c(=S)n2Cc2ccccc2)c1	3%	2	1%	0%	-5	5	9%	-1%	2%	2
9	COc1ccc(S(=O)(=O)N2CCNCC2)cc1	-12%	0	-1%	-1%	0	13	1%	1%	3%	0
10	CC(Oc1ccc(Br)cc1)C(=O)NCC(c1cccs1)N1CCOCC1 (stereo not given)	-2%	.	.	.	-3	-1	-19%	.	5%	2

#	Compound	A-T KAP1 phos	Coupling enz	MLL CXXC-DNA inh	MBNL1-CUG inh	hERG WT inh	KCNH2 3.1 block	Integrin act MD	GALK inh	ASM inhibitor	TRPV1 agonist
11	CCOc1ccc(NS(=O)(=O)c2ccc3[nH]cc(C(=O)N(CC)CC)c(=O)c3c2)cc1	-1%	-8	-1%	5%	1	-5	-5%	0%	0%	7
12	CCn1c(-c2ccc(F)cc2)cnc1SCC(=O)N1CCc2ccccc21	-14%	1	5%	-2%	.	.	.	-3%	.	12
13	COc1ccc(NC(=O)c2nc3nc(C)cc(C(F)F)n3n2)cc1OC	12%	0	-5%	-4%	6	-1	0%	1%	-5%	-1
14	Cc1ccc(S(=O)(=O)N2CCC(=O)N(CCOC(=O)NCc3ccccc3)CC2)cc1	-5%	2	5%	1%	-6	-2	25%	.	0%	2
15	O=C1OC(N2CCN(c3ccccn3)CC2)c2ccccc21 (stereo not given)	1%	5	-7%	4%	9	-1	-24%	2%	0%	-4
16	CC(C)C[C@H](NC(=O)OC(C)(C)C)C(=O)N1CCC(C(=O)N[C@@H](Cc2c[nH]c3ccccc23)C(=O)O)CC1	-23%	-3	7%	3%	-2	1	-16%	.	0%	-1
17	C1=CCC(CN2CCNCC2)CC1 (stereo not given)	1%	0	3%	-9%	2	5	-10%	-2%	-2%	-1
18	CCN=C(Nc1ccc2c(c1)OCO2)SC1CC(=O)N(c2ccc(OC)cc2)C1=O (stereo not given)	-2%	0	-4%	?	12	3	7%	-1%	-8%	9
19	CCn1c(=O)cc(OCC(=O)NCc2ccc(C)o2)c2ccccc21	-11%	-4	4%	4%	-7	0	19%	-1%	0%	10
20	Cc1ccc(NS(=O)(=O)c2ccc(N/N=C/c3ccccc3OCC(=O)O)c([N+](=O)[O-])c2)c(C)c1	-7%	10	-30%	16%	-2	2	0%	4%	-10%	18

#	Compound	A-T KAP1 phos	Coupling enz	MLL CXXC-DNA inh	MBNL1-CUG inh	hERG WT inh	KCNH2 3.1 block	Integrin act MD	GALK inh	ASM inhibitor	TRPV1 agonist
21	O=C(Nc1ccccc1C(=O)N1CCCCC1)c1cccc(S(=O)(=O)N2CCOCC2)c1	18%	6	2%	-5%	4	-3	19%	1%	-3%	-3
22	Cc1ccc(NC(=O)CSc2nccn(-c3ccc4c(c3)OCCO4)c2=O)cc1	-6%	.	.	.	7	17	-3%	.	6%	8
23	CCOc1ccc(NC(=O)NN2C(C)CCCC2C)cc1 (stereo not given)	9%	1	7%	-8%	-3	11	?	.	-3%	-3
24	CCOc1ccc(-c2c(=O)n(OCc3ccc([N+](=O)[O-])cc3)c3ccccc3[n+]2[O-])cc1	3%	0	19%	30%[activator]	.	.	.	-1%	.	4
25	O=C(NCc1cccnc1)C1CC2c3ccccc3C1c1ccccc12 (stereo not given)	-7%	3	12%	-2%	2	9	20%	-8%	5%	.
26	CC1CCN(CCCOc2ccc(Br)cc2Cl)CC1	-3%	-1	-2%	-5%	5	?	-73%[inhibitor]	10%	-2%	2
27	O=C(c1cccc(Cl)c1)N(Cc1ccco1)C1CCS(=O)(=O)C1 (stereo not given)	10%	0	.	3%	1	16	-21%	.	1%	2
28	Cc1c(NC(=O)OC(C)C)sc(=S)n1C	1%	-1	5%	-8%	-5	9	-9%	-2%	2%	-4
29	COc1ccc(NC2c3ccccc3C(=O)N2c2cccnc2)cc1Cl (stereo not given)	2%	6	4%	-5%	-1	10	-9%	0%	2%	-1
30	CCCCN(C(=O)c1cc(-c2ccco2)nc2ccccc12)c1c(N)n(CCC)c(=O)[nH]c1=O	-7%	.	.	.	0	-18	25%	.	16%	-1

7 entries from above in another layout:
24	CCOc1ccc(-c2c(=O)n(OCc3ccc([N+](=O)[O-])cc3)c3ccccc3[n+]2[O-])cc1
25	O=C(NCc1cccnc1)C1CC2c3ccccc3C1c1ccccc12 (stereo not given)
26	CC1CCN(CCCOc2ccc(Br)cc2Cl)CC1
27	O=C(c1cccc(Cl)c1)N(Cc1ccco1)C1CCS(=O)(=O)C1 (stereo not given)
28	Cc1c(NC(=O)OC(C)C)sc(=S)n1C
29	COc1ccc(NC2c3ccccc3C(=O)N2c2cccnc2)cc1Cl (stereo not given)
30	CCCCN(C(=O)c1cc(-c2ccco2)nc2ccccc12)c1c(N)n(CCC)c(=O)[nH]c1=O

entry no. | 24 | 25 | 26 | 27 | 28 | 29 | 30
A-T KAP1 phos | 3% | -7% | -3% | 10% | 1% | 2% | -7%
Coupling enz | 0 | 3 | -1 | 0 | -1 | 6 | .
MLL CXXC-DNA inh | 19% | 12% | -2% | . | 5% | 4% | .
MBNL1-CUG inh | 30%[activator] | -2% | -5% | 3% | -8% | -5% | .
hERG WT inh | . | 2 | 5 | 1 | -5 | -1 | 0
KCNH2 3.1 block | . | 9 | ? | 16 | 9 | 10 | -18
Integrin act MD | . | 20% | -73%[inhibitor] | -21% | -9% | -9% | 25%
GALK inh | -1% | -8% | 10% | . | -2% | 0% | .
ASM inhibitor | . | 5% | -2% | 1% | 2% | 2% | 16%
TRPV1 agonist | 4 | . | 2 | 2 | -4 | -1 | -1

More structures
#	Compound	A-T KAP1 phos	Coupling enz	MLL CXXC-DNA inh	MBNL1-CUG inh	hERG WT inh	KCNH2 3.1 block	Integrin act MD	GALK inh	ASM inhibitor	TRPV1 agonist
31	CCN(CC)S(=O)(=O)c1ccc(C)c(NC(=S)N2CCN(Cc3ccc4c(c3)OCO4)CC2)c1	6%	-2	3%	3%	13	6	-25%	2%	-6%	14
32	CCOc1ccc(Br)cc1S(=O)(=O)Nc1cccc(S(=O)(=O)NC2=NCCC2)c1	2%	-5	7%	-1%	8	-18	31%	-1%	-8%	3
33	CS(=O)(=O)c1nc(-c2ccccc2)c(-c2ccccc2)[nH]1	7%	14	-4%	-17%	16	-47	18%	4%	-4%	-5
34	Cc1cc(NC(=O)C(C)SCC(=O)OC(C)C(=O)Nc2cccc(C#N)c2)no1 (stereo not given)	1%	.	.	.	-2	10	-1%	.	1%	-3
35	COc1nc(C#N)nc(N(C)C)n1	1%	1	7%	1%	6	-6	-12%	0%	-1%	1
36	CC(=O)c1ccc(S(=O)(=O)NCc2ccc(C(=O)NCC(c3ccccc3)N(C)C)cc2)cc1 (stereo not given)	-5%	5	10%	-16%	-3	-5	-6%	5%	5%	2
37	CN1CCc2c(C#N)c(N3CCOCC3)nc(NCC3CCCO3)c2C1 (stereo not given)	-1%	-8	0%	7%	-8	24	-10%	4%	99%[activator]	-5
38	CC(C)CSc1nc2ccccc2n1CC(N)=O	-3%	1	-1%	-7%	-16	6	7%	-2%	10%	0
39	COCCCNC(=O)c1ccccc1N(Cc1ccccc1)S(=O)(=O)c1ccc(OC)cc1	11%	3	1%	-3%	-8	-6	-11%	3%	-1%	8

Screening results (PubChem)
